TTR transcr act: TTR transcription activators in neuroblastoma reporter cells, primary screen, cell-based, luminescence, SH-SY5Y, TTR promoter Gaussia luciferase | activation, % at 16.7 µM | 92,000 tested, 1.3% active | 100% = recombinant luciferase protein wells;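 active = activation above the mean of all tested compounds plus 3 SD, cut at about 9.5% in these data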;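 also: cells exposed to compounds for one day before reading; 0% = median of all test compound wells on the plate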
* hit, by the source's call. Some of the compounds tested; the hit share may differ from the screen's.

TTR transcr act	Structure
-3.5	Cc1ccc(OCC(=O)Nc2nnc(S(=O)(=O)N3CCCCCC3)s2)cc1
1.6	O=S(=O)(c1ccccc1)N(CC1CO1)c1cccc2ccccc12 (configuration not stated)
-1.4	CCN(CC)S(=O)(=O)c1ccc(C)c(NC(=O)/C=C/c2cccs2)c1
-2.5	COc1ccc(CCNC(=O)c2nnc(Cc3ccc(Cl)cc3)o2)cc1OC
-0.2	O=C(CN1CCN(CCN2C(=O)c3cccc4cccc(c34)C2=O)CC1)c1ccc(F)cc1
-0.3	c1ccc(C2CC3CC(c4ccccc4)N2O3)cc1 (configuration not stated)
0.1	CC(C)(C)c1ccc(OCCCC(=O)NC2=NCCS2)cc1
0.9	CO/N=C/c1cccn1-c1nccc(N(C)C)c1C#N
0.5	COc1cccc(NC(=O)CN(C)C(=O)c2ccc(NS(=O)(=O)c3ccc(F)cc3)cc2)c1
-2.6	O=C(Nn1c(C2CCCCC2)nc2ccccc2c1=O)c1ccc([N+](=O)[O-])cc1
0.6	CCn1cc(C(=O)OCC(=O)N2C(C)CCCC2C)c(=O)c2ccc(C)nc21 (configuration not stated)
3.4	O=C(Cc1ccc(NC(=O)C2CCCN(C(=O)C3CC3)C2)cc1)Nc1ccc(C(=O)N2CCOCC2)cc1 (configuration not stated)
1.4	Cc1ccc(S(=O)(=O)Cn2nnnc2C(C(C)C)N2CCN(Cc3ccco3)CC2)cc1 (configuration not stated)
-3.3	COc1ccccc1N1CCN(C(=O)c2ccc(S(=O)(=O)N3CCCCCC3)cc2)CC1
-0.2	Cc1ccccc1C(=O)Nc1c(C(=O)N2CCN(C)CC2)cnn1-c1ccccc1
2.7	Cc1ccc(OCCNC(=O)C2CCCCC2)cc1
4.3	COc1cccc2c1C1COC3C4CC(C(=O)O)C(C(C2)N13)N4C (configuration not stated)
-0.7	O=C(N[C@@H]1CCC(=O)N(CC[C@H](Sc2ccccc2)c2ccccc2)CC1)OCc1ccccc1
2.9	O=C(NNC(=S)Nc1ccccc1)c1cccs1
1.7	Cn1c(=O)c2cc(S(=O)(=O)NC(C(=O)N3CCCCCC3)c3ccccc3)ccc2n(C)c1=O (configuration not stated)
-3.5	O=C(Nc1ccc(Cl)cc1)c1ccc(CN2CCc3ccccc3C2)cc1
-2.8	O=c1ccc2c(-c3ccccc3)c3ccc(O)cc3oc-2c1
-0.4	Cc1noc(C)c1NC(=O)N1CCN(Cc2ccccc2)CC1
-1.8	c1ccc(COC2COC3C(OCc4ccccc4)COC23)cc1 (configuration not stated)
1.9	O=C(CCl)Nc1ccccc1C(=O)Nc1ccc2c(c1)OCO2
-1.3	O=C(CSc1ncnc2c1oc1ccccc12)NC1CCCCC1
1.0	O=C(COC(=O)/C=C/c1ccccc1Cl)NC(=O)Cc1ccccc1
-6.6	COc1ccc(-n2nnnc2S(=O)(=O)CC(=O)N2CCCCC2)cc1
-5.3	CCN(CC)S(=O)(=O)c1cccc(NC(=O)c2ccc(-n3nc(C)cc3C)cc2)c1
-1.1	Cc1ccc(C(=O)NC2CCCCN(Cc3ccccc3C)C2=O)cc1 (configuration not stated)
-1.2	Cc1cc(C(=O)CSc2nc(N)cc(=O)[nH]2)c(C)n1CC1CCCO1 (configuration not stated)
-1.4	CSCc1cc(N(C)C)nc(SCc2ccc(Cl)c(Cl)c2)n1
0.0	O=C(NC(=S)N1CCN(c2ccc([N+](=O)[O-])cc2)CC1)c1ccc(F)cc1
0.4	CCOC(=O)C1(CC2CCCCO2)CCN(C(=O)Nc2ccc(SC)cc2)CC1 (configuration not stated)
5.9	O=C(CSc1nc(C2CCCCC2)nc2ccccc12)NCc1ccc2c(c1)OCO2
5.3	Cc1ccc(OCCCC(=O)N2CCOCC2)c(C)c1
-0.1	Cc1ccc(NC(=O)C2(C)CCCN2C)cc1C (configuration not stated)
-0.2	Cc1ccc(S(=O)(=O)N2CCC(C(=O)N3CCCCCCC3)CC2)cc1C
5.8	Cc1cc(=O)n2[nH]c(SCc3ccc(Cl)cc3)nc2n1
-1.2	CCOc1cc(/C=C(\C#N)C(=O)Nc2cccc(C(=O)O)c2)ccc1OCc1ccc(Br)cc1
2.3	Cc1ccccc1-c1nc(CS(=O)(=O)CC(=O)N2CCN(C)CC2)c(C)o1
1.5	O=C1CN(C(=O)CC2C(=O)NCCN2Cc2ccccc2C(F)(F)F)CCN1 (configuration not stated)
0.2	COc1ccc(-c2cc(=O)oc3c(C)c(O)ccc23)cc1
3.8	O=C(NCc1ccccc1Cl)c1cnccc1C(F)(F)F
-5.6	C#Cc1cccc(Nc2nc(NCc3ccccc3OC)nc3ccsc23)c1
-0.9	CCc1ccccc1NC(=O)C1CCCN(S(=O)(=O)c2ccc3c(c2)CC(C)N3C(C)=O)C1 (configuration not stated)
-1.2	Cc1nn(C)c(C)c1NC(=O)CC12CC3CC(CC(C3)C1)C2
0.7	CCOC(=O)/C(=C/c1c2ccccc2cc2ccccc12)NC(=O)c1ccccc1
1.2	COc1ccccc1NC(=S)NNC(=O)c1nn(C)c(C)c1Br
-0.5	COc1cc(OC)cc(C(=O)NNC(=O)C2CSC3(C)CCC(=O)N23)c1 (configuration not stated)

(listing goes on)
TTR transcr act	Structure
0.2	NC(=O)c1cccnc1Oc1cccc(Cl)c1
1.0	CC1CCCN(C(=O)Cn2nnc(-c3ccc(F)cc3)n2)C1 (configuration not stated)
-1.7	Cc1cccc(-c2ccc3[nH]c4c(c3c2)CCN2C[C@H]3[C@H](C)ON(C)[C@H]3C[C@@H]42)c1
3.1	COC(=O)C1C(O)=C(C=Nc2ccc3ccccc3c2)C(=O)CC1(C)C (configuration not stated)
1.3	CCN(CC)CCCN(Cc1cc2ccc(C)c(C)c2[nH]c1=O)C(=O)NC1CCCCC1
-0.4	CC(NCC(O)COc1ccc(Br)cc1)c1ccccc1 (configuration not stated)
0.1	Cc1ccc(NC(=O)C(C)Sc2nc3nc(C)cc(C)n3n2)cc1 (configuration not stated)
-0.9	Cc1cc(=O)[nH]c(N2CCCCC2)n1
6.3	CCOC(=O)C1=C(COC(=O)/C=C/c2ccco2)NC(=O)NC1C (configuration not stated)
-1.5	N/C(=N\OCC(=O)Nc1ccc(F)c(Cl)c1)c1ccccc1
0.5	Cc1ccc(C)c(NC(=O)C(NCC(C)(C)N2CCOCC2)c2ccccc2)c1 (configuration not stated)
-0.7	COc1cc(OC)c(OC)cc1CN(C)C(c1ccccc1)c1nnnn1-c1ccccc1C (configuration not stated)
-2.9	Clc1cccc(-c2nc3nc4ccccc4nc3n2Cc2ccco2)c1
3.2	CSc1ccccc1-n1nnnc1SCc1ccccc1
-0.9	CC(=O)c1cccc(NC(=O)COc2ccc(S(=O)(=O)N3CCCCC3)cc2)c1
2.6	CC(=O)c1cccc(-c2csc(N3CCC(C(N)=O)CC3)n2)c1
1.4	O=C(Nc1cnccn1)c1ccncc1
4.6	Cc1cccc(C)c1NC(=O)CN(C)CC(=O)N1CC(=O)Nc2ccccc21
0.7	COc1ccc(/C(O)=C2/C(=O)C(=O)N(CCCN3CCOCC3)C2c2ccc(N(C)C)cc2)cc1 (configuration not stated)
0.4	COc1ccc(C(=O)C[n+]2cc(Br)cc3ccccc32)cc1[N+](=O)[O-]

An excerpt of these results, with tabs.
Compound	TTR transcr act
COC(=O)C1C(O)=C(C=Nc2ccc3ccccc3c2)C(=O)CC1(C)C (configuration not stated)	3.1
CCN(CC)CCCN(Cc1cc2ccc(C)c(C)c2[nH]c1=O)C(=O)NC1CCCCC1	1.3
CC(NCC(O)COc1ccc(Br)cc1)c1ccccc1 (configuration not stated)	-0.4
Cc1ccc(NC(=O)C(C)Sc2nc3nc(C)cc(C)n3n2)cc1 (configuration not stated)	0.1
Cc1cc(=O)[nH]c(N2CCCCC2)n1	-0.9
CCOC(=O)C1=C(COC(=O)/C=C/c2ccco2)NC(=O)NC1C (configuration not stated)	6.3
N/C(=N\OCC(=O)Nc1ccc(F)c(Cl)c1)c1ccccc1	-1.5
Cc1ccc(C)c(NC(=O)C(NCC(C)(C)N2CCOCC2)c2ccccc2)c1 (configuration not stated)	0.5
COc1cc(OC)c(OC)cc1CN(C)C(c1ccccc1)c1nnnn1-c1ccccc1C (configuration not stated)	-0.7
Clc1cccc(-c2nc3nc4ccccc4nc3n2Cc2ccco2)c1	-2.9
CSc1ccccc1-n1nnnc1SCc1ccccc1	3.2
CC(=O)c1cccc(NC(=O)COc2ccc(S(=O)(=O)N3CCCCC3)cc2)c1	-0.9
CC(=O)c1cccc(-c2csc(N3CCC(C(N)=O)CC3)n2)c1	2.6
O=C(Nc1cnccn1)c1ccncc1	1.4
Cc1cccc(C)c1NC(=O)CN(C)CC(=O)N1CC(=O)Nc2ccccc21	4.6
COc1ccc(/C(O)=C2/C(=O)C(=O)N(CCCN3CCOCC3)C2c2ccc(N(C)C)cc2)cc1 (configuration not stated)	0.7
COc1ccc(C(=O)C[n+]2cc(Br)cc3ccccc32)cc1[N+](=O)[O-]	0.4

Additional entries:
TTR transcr act	Structure
-1.5	COc1ccccc1N1CCN(/N=C/c2cccc(OC)c2O)CC1
0.4	Cn1c(=O)[nH]c(=O)c2c1nc(SCC(O)CO)n2CCCc1ccccc1 (configuration not stated)
6.2	COc1ccccc1CCC(=O)OCC(=O)N1c2ccccc2NC(=O)C1(C)C
-0.3	Cc1cc(C(=O)Nc2c(C)nn(Cc3ccc(F)cc3)c2C)on1
0.9	O=C(CCC1CCCCC1)Nc1cccc(C(=O)Nc2ccc(C(=O)O)cc2)c1
0.0	COc1nccc(C(F)(F)F)c1C(=O)Nc1ccc(Cl)cc1
-1.4	COc1ccc(OCc2n(CC(=O)OC3CC(C)CCC3C(C)C)c3ccccc3[n+]2C)cc1 (configuration not stated)
-1.8	CCS(=O)(=O)N1CCN=C1SCc1ccccc1
5.8	CC(NC(=O)/C(C#N)=C/c1cn(-c2ccccc2)nc1-c1ccc(F)cc1)c1ccccc1 (configuration not stated)
-1.0	O=C(NCCNC(=O)c1cnccn1)c1cccc(Cl)c1
-0.2	O=C(Nc1ccccc1O)c1cccc(S(=O)(=O)N2CCOCC2)c1
1.8	CCOc1cc(/C=C2\SC(N)=NC2=O)ccc1O
0.2	CCCC1CCC2(CC1)CCC2OC(=S)Nc1ccc(Br)cc1 (configuration not stated)
-0.5	CCN(CC)CC(O)Cn1c(-c2cccc(Cl)c2)nc2cc(C)c(C)cc21 (configuration not stated)
-1.8	CCc1nccn1C(=O)c1cnn2c(C(F)F)cc(-c3ccc(C)cc3)nc12
-2.3	C=CCSc1nnc(-c2cnn(-c3ccccc3)c2-n2cccc2)n1C
-1.4	Cc1ccc(C(=O)Nc2cccc(S(=O)(=O)N3CCOCC3)c2)cc1[N+](=O)[O-]
2.3	O=CNc1ccc2c(c1)Cc1cc([N+](=O)[O-])ccc1-2
0.3	CCOc1ccc(-n2nnnc2SCC(=O)Nc2ccc(NC(C)=O)cc2)cc1
-1.7	COc1ccc(OC)c(/C=N/n2c(-c3n[nH]c4c3CCC4)n[nH]c2=S)c1
2.0	O=c1cc(O)n(-c2ccc(F)cc2)c(=S)[nH]1
-1.2	COCCNC(=S)N(CCO)Cc1cc2cc3c(cc2[nH]c1=O)OCCO3
-2.2	Cc1ccc2nc(/C=C/c3cccc(F)c3)ccc2c1
-0.7	CCOC(=O)CCCCCC(=O)Nc1ccc2c(c1)C(=O)N([C@@H](C)CO)C[C@H](C)[C@H](CN(C)C(=O)Nc1ccc(C(F)(F)F)cc1)OCCCC[C@H](C)O2
1.7	CC(C)Oc1ccc(S(=O)(=O)N2CCOCC2)cc1NC(=O)Cc1ccsc1
-0.3	COc1ccc2c(c1)c(=O)c(C(=O)c1ccc(F)cc1)cn2CC(=O)Nc1ccc(F)cc1
2.9	O=[N+]([O-])c1cc([N+](=O)[O-])c2cccnc2c1O
-0.3	CCN(CC)c1ccc2ccc(=O)oc2c1
2.2	CN1c2ccccc2C(=O)/C(=C\Nc2ncccn2)S1(=O)=O
-2.4	N#C/C(=N\Nc1ccc(F)cc1)C(=O)C1CC1

Quoted at random: two compounds from above
TTR transcr act	Structure
-3.5	O=C(Nc1ccc(Cl)cc1)c1ccc(CN2CCc3ccccc3C2)cc1
-1.4	COc1ccc(OCc2n(CC(=O)OC3CC(C)CCC3C(C)C)c3ccccc3[n+]2C)cc1 (configuration not stated)

(list continues)
TTR transcr act	Structure
3.8	Cc1cccc(CSc2nnc(NC(=O)CSc3nnc(C)s3)s2)c1
2.6	Cn1c(=S)n(/N=C/c2cccs2)c2ccccc21
-0.7	COc1ccc(NC(=O)CSc2nnc(-c3cccnc3)s2)cc1
-0.7	Clc1ccc(-c2ccnc3nc(N4CCOCC4)nn23)c(Cl)c1
2.6	O=c1oc(-c2cccs2)nc2c1cnn2-c1ccccc1
5.9	CSc1cccc(NC(=O)CCCNC(=O)c2ccc(Cl)cc2)c1
-1.3	C(=Cc1cnnc2ccccc12)c1ccccc1
0.9	COc1cc(OC)cc(OCC(O)Cn2cnc3cc(C)c(C)cc32)c1 (configuration not stated)
-1.5	Cc1ccccc1CN1CCCCC(NC(=O)c2ccccc2C)C1=O (configuration not stated)
-1.6	Cc1noc(C)c1NC(=O)Nc1ccc2c(c1)C(=O)N([C@@H](C)CO)C[C@@H](C)[C@H](CN(C)C(=O)Nc1cccc3ccccc13)OCCCC[C@H](C)O2
-1.2	CCCCN1CC[C@H]2C=CC[C@@H](C(=O)Nc3ccc(OC)cc3)[C@H]2C1=O
-0.5	Cc1ccc(NS(=O)(=O)c2ccc3c(c2)CCC(=O)N3)cc1C
0.8	Cc1nc(NC(=O)COC(=O)[C@@H](NC(=O)c2ccco2)C(C)C)c(Cl)cc1Cl
-0.7	CC(C)NC(=O)COC(=O)c1ccccc1CSC1=NCCS1
1.4	Cc1cc(C(=O)C(C)Cl)c(C)n1Cc1ccco1 (configuration not stated)
-0.2	O=C(CCN1CCCCC1)N/N=C/c1ccc(Br)cc1
-1.8	Cc1ccc(-n2cc(-c3ccccc3)c3c(N4CCOCC4)ncnc32)cc1
-1.1	Cc1cc(O)c(NC(=O)c2cc([N+](=O)[O-])ccc2Cl)cc1C

Screens as filed in PubChem.
